# Tb MetRS inh: blocks T. brucei methionyl-tRNA synthetase activity; purified T. brucei MetRS, ATP depletion, Kinase-Glo luminescence; inhibition, % at 11.9 µM; 0.4% of 360,000 active;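 active means inhibition above a per-plate cutoff of the control wells' mean inhibition plus 3 SD, cut at about 5.5% in these data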;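 further: 0% = DMSO wells median and 100% = median of wells with control inhibitor compound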
#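 Assay system: T. brucei methionyl-tRNA synthetase, purified | Medium: HEPES buffer with MgCl2, KCl, DTT, spermine, BSA, pyrophosphatase | Compound: 11.9 µM single point | Incubation: 15 min enzyme-compound preincubation, 2 h reaction, 10 min detection, 25 °C | Measured by: Kinase-Glo luciferase luminescence reporting remaining unconsumed ATP | Measure: % inhibition normalized to control-well medians | Replication: Singlicate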
# DNMT1 block: inhibitors of human DNMT1. P26358. DNMT1 molecular beacon, Hinp1I cleavage, fluorescence. inhibition (reported as % activation of signal), % at 10 µM. 0.83% of 360,000 active. AID 588458; in the data active means inhibition above about 50%
# SUMO1-SIM PPI: alters human SUMO1 binding to SIM partners | P63165 | SUMO1 binding to a labelled peptide, TR-FRET, 1 h | inhibition, % at 20 µM | 0.33% of 360,000 active | AID 602429; in the data active means inhibition above about 37%
# Target sequence (P63165 whole entry, looked up): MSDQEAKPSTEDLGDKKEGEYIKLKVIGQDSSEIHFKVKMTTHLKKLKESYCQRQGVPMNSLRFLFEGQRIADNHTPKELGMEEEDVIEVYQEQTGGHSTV
# LMPTP inh: LMPTP (human) inhibition. P24666. recombinant LMPTP-A, OMFP fluorogenic substrate, fluorescence intensity. inhibition, % at 20 µM. 0.22% of 360,000 active. AID 651560;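 active means compounds that cut the enzyme signal by at least half of the control window in the single-dose screen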;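 further: plate controls were DMSO wells with enzyme plus substrate for no effect and substrate without enzyme for full effect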
#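 Test system: LMPTP-A phosphatase enzyme. Amount: LMPTP-A at 0.625 nM final in the reaction. Reagent: OMFP substrate, 400 µM final. Times: 50 min at room temperature. Signal: endpoint fluorescence intensity from OMFP dephosphorylation. Read-out basis: % inhibition. Benchmarks: no-enzyme and uninhibited controls.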
# CSN deneddyl inh: blocks human CSN-mediated cullin deneddylation; Q92905; Purified CSN, SCF-Nedd8-OG deneddylation, fluorescence polarization; inhibition, % at 12.5 µM; 0.38% of 360,000 active; AID 651999;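 active means pattern-corrected inhibition above about 35%, with an unprinted fluorescence ratio check between 0.5 and 1.5, limit read from the data, passing the limit was not always enough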;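 further: 0% = enzyme with substrate and 100% = substrate without enzyme; some results filed as inactive read as strong as hits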
#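 Detection – fluorescence polarization · System – HEK293T-derived human Csn5 enzyme · Controls – substrate-only high control, full reaction low control · Timing – 90 min, room temperature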
# Scp1 inh: blocks human Scp-1 phosphatase activity. Q9GZU7. 0.88% of 340,000 active. inhibition, % at 20 µM. Recombinant Scp1, phosphopeptide, malachite green phosphate absorbance;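 active means inhibition above about 50% at 20 µM, limit read from the data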;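 further: plate controls were DMSO wells with enzyme for no effect and wells lacking enzyme for full effect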
# Target sequence (Q9GZU7 76-261 limits assumed): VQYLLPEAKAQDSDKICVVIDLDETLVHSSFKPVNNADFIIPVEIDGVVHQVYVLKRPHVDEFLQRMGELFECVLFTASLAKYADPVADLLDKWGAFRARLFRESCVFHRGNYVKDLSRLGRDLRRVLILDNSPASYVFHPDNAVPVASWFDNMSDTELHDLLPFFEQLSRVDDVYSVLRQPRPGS
#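 System: SCP-1 catalytic domain; Reagent: Phospho 17-mer peptide substrate; Doses: one concentration, 20 µM, with 1.0% DMSO; Incubation: 45 min room-temperature reaction, 5 min colour, 30 min stabiliser; Signal: Phosphate-binding colour reagent, absorbance read at 630 nm.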
# NadD inh: blocks S. aureus nicotinate mononucleotide adenylyltransferase; inhibition, % at 20 µM; purified NadD enzyme, colorimetric absorbance read-out; 0.78% of 360,000 active; in the data active means inhibition above about 26%; further: some compounds past the cut are filed as inactive
# Rpn11 inh: Rpn11 (human) deubiquitinase inhibition. human 26S proteasome, Ub4-pepOG fluorescence polarization; 20S core pre-blocked with epoxomicin. calls only at 20 µM. 0.59% of 360,000 active;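 active means inhibition at 20 µM, scaled to each plate's controls, above about 33%, limit read from the data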
# STEP inh: inhibitors of human striatal-enriched phosphatase STEP | P54829 | recombinant STEP, OMFP fluorogenic substrate, fluorescence | inhibition, % at 20 µM | 0.25% of 360,000 active;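 active means inhibition at 20 µM, scaled per plate between control wells, above about 37%, limit read from the data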;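 further: 0% = DMSO with enzyme and substrate and 100% = substrate only without enzyme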
#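 Also added – OMFP at 25 µM · Test system – STEP tyrosine phosphatase · Technique – FITC-channel fluorescence of OMFP product · Schedule – 20 min at room temperature, dark · Evaluation – control-normalized % inhibition with plate pattern correction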
# MLLE-PAM2 inh: inhibitors of microRNA-mediated deadenylation, human PABP1 MLLE binding; P11940; GST-MLLE / FITC-PAM2 fluorescence polarization; inhibition, % at 20 µM; 0.36% of 360,000 active; AID 588489; in the data active means inhibition above about 35%, passing the limit was not always enough;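 further: plate controls were DMSO wells with GST-MLLE for no effect and wells lacking GST-MLLE protein for full effect; some results filed as inactive read as strong as hits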
# Target sequence (P11940 whole entry, looked up): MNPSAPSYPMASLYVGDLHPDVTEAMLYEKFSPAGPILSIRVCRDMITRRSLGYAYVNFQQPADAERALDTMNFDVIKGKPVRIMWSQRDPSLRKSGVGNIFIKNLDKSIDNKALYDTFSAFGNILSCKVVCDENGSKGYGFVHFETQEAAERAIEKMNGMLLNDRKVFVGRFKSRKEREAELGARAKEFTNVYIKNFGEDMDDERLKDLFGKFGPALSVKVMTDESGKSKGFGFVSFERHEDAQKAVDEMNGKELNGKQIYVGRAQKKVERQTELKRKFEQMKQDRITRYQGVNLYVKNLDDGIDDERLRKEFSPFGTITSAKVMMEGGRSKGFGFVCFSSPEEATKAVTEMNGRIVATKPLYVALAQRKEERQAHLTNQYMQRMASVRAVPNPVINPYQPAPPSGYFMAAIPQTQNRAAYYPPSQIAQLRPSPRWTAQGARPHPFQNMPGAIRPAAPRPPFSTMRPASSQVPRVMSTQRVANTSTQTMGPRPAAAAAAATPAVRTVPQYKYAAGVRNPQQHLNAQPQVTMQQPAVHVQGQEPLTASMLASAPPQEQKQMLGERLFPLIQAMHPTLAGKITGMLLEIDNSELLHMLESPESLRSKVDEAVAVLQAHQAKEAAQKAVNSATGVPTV
# An asterisk follows results filed as active; i = inactive; x = not tested or not shown.
nr	SMILES	Tb MetRS inh	DNMT1 block	SUMO1-SIM PPI	LMPTP inh	CSN deneddyl inh
1	NC(=O)N(CCC(=O)O)c1ccccc1	0.4	15	6	-1.8	-11
2	Cc1ccc(C2(SCC(N)C(=O)O)c3ccccc3-c3ccccc32)cc1 (stereo not drawn)	-0.3	38	2	2.1	4
3	CCc1ccc2nc(N(CCCN(C)C)C(=O)c3ccc(S(=O)(=O)N4CCc5ccccc5C4)cc3)sc2c1	0.2	5	-8	0.8	4
4	Cc1nnc(SCC(=O)N2CCC(C(N)=O)CC2)s1	-0.5	2	0	-1.4	1
5	Cc1nnn(C23CC4CC(CC(C(=O)NN)(C4)C2)C3)n1	0.7	2	-1	-1.1	-7
6	O=C(COC(=O)CCOc1ccccc1)Nc1ccc(Cl)cn1	-1.3	0	-1	-1.4	-4
7	COc1cc2c(cc1OC)C(c1ccccc1F)NCC2 (stereo not drawn)	-0.8	3	0	-1.0	-2
8	CCC(C)N(C(=O)COc1ccccc1C(=O)NCc1ccccc1)C1CCS(=O)(=O)C1 (stereo not drawn)	-0.4	-1	3	-1.1	2
9	CCOC(=O)C(=CNc1cc(Cl)c(-c2ccco2)c(Cl)c1)C(=O)OCC	-0.5	3	4	2.9	-2
10	COc1ccccc1/C=C/c1onc(C)c1S(=O)(=O)N1CCC(C(=O)NC2CCCCCC2)CC1	-0.3	0	0	4.3	-2
11	CCc1ccc(/C=N/NC(=O)c2c[nH]c3ccccc23)s1	0.0	-3	-22	0.6	3
12	COc1ccc(C(=O)N/N=C/c2ccc(OC)c(CN3CCN(c4ccc(F)cc4)CC3)c2)cc1	-0.7	-1	-6	0.6	-6

nr	Scp1 inh	NadD inh	Rpn11 inh	STEP inh	MLLE-PAM2 inh
1	20	5	i	1	4
2	-8	39*	i	3	-16
3	1	7	i	3	2
4	28	3	i	2	11
5	-8	0	i	-4	-2
6	-9	0	i	-2	-18
7	12	-4	i	0	5
8	-7	5	i	2	-7
9	-11	-3	i	4	-10
10	-4	13	i	4	-5
11	0	9	i	2	3
12	-7	5	i	-2	7

# Going on with the list.
nr	SMILES	Tb MetRS inh	DNMT1 block	SUMO1-SIM PPI	LMPTP inh	CSN deneddyl inh
13	Cc1ccc(N(C(=O)c2csnn2)C(C(=O)NC(C)(C)C)c2ccncc2)cc1 (stereo not drawn)	-0.7	5	0	-1.5	7
14	CCCCn1c(N)c(N(Cc2ccccc2OC)C(=O)COc2ccccc2C#N)c(=O)[nH]c1=O	0.5	0	2	1.5	-1
15	O=C(CS(=O)(=O)c1ccc(F)cc1)N1CCN(c2ccccc2)CC1	-0.2	1	1	-0.9	1
16	O=C(COc1ccccc1[N+](=O)[O-])N(Cc1cccc(Br)c1)C1CCS(=O)(=O)C1 (stereo not drawn)	0.8	-4	-9	1.6	-5
17	COc1cccc(NC(=O)c2cccnn2)c1	-0.2	0	2	0.6	2
18	COc1ccccc1CC(=O)N(Cc1ccccc1)c1ccc(C)cc1	-0.5	1	4	1.9	3
19	CC(C)Oc1ccc(C(=O)Nc2ccccc2N2CCCC2)cc1	-0.3	0	-1	1.4	1
20	CCC(CC)C(=O)Nc1ccc([N+](=O)[O-])cn1	-0.4	-1	-14	-1.4	-9
21	CC(Oc1ccccc1)C(=O)N/N=C/c1ccccn1 (stereo not drawn)	-0.7	1	-2	-0.9	-6
22	COCCOc1ccc(C(F)(F)F)cc1Nc1nc2ccccc2o1	-1.1	-20	2	4.4	-6
23	O=C(NCc1nc(-c2ccc(Cl)cc2)no1)c1ccc2c(c1)OCO2	0.2	-1	3	-0.3	-7
24	COc1cccc(CN(C)C(=O)c2ccc(NC(=O)CC3SC(N4CCCC4)=NC3=O)cc2)c1OC (stereo not drawn)	-0.4	0	-3	-1.3	14

nr	Scp1 inh	NadD inh	Rpn11 inh	STEP inh	MLLE-PAM2 inh
13	6	3	i	0	5
14	3	0	i	-1	1
15	-9	1	i	1	5
16	-1	3	i	-1	-2
17	-7	-2	i	-1	-5
18	30	4	i	3	-8
19	-5	-2	i	1	16
20	-5	-2	i	-2	-3
21	-4	-8	i	-1	-1
22	-12	-3	i	12	13
23	-4	-3	i	2	-12
24	-10	-3	i	-1	2

# Looked up above:
# O=C(COc1ccccc1[N+](=O)[O-])N(Cc1cccc(Br)c1)C1CCS(=O)(=O)C1 (stereo not drawn) – Tb MetRS inh = 0.8
# O=C(CS(=O)(=O)c1ccc(F)cc1)N1CCN(c2ccccc2)CC1 – MLLE-PAM2 inh = 5

# Entries listed above that bear a hit mark in NadD inh.
no.	SMILES	DNMT1 block	SUMO1-SIM PPI	LMPTP inh	CSN deneddyl inh	Scp1 inh	NadD inh	Rpn11 inh	MLLE-PAM2 inh
2	Cc1ccc(C2(SCC(N)C(=O)O)c3ccccc3-c3ccccc32)cc1 (stereo not drawn)	38	2	2.1	4	-8	39*	i	-16

# (further entries)
nr	SMILES	Tb MetRS inh	DNMT1 block	SUMO1-SIM PPI	LMPTP inh	CSN deneddyl inh
25	COc1ccc(C(C)=O)cc1Cn1c(=O)cc(C)[nH]c1=O	0.1	0	5	-0.5	4
26	COc1cccc(/C=N/n2cncn2)c1OCC#N	1.6	0	-2	-1.5	-3
27	C[C@@H]1CN([C@@H](C)CO)C(=O)c2cc(Br)cnc2O[C@H]1CN(C)C(=O)CCN1CCCCC1	0.3	4	3	-1.7	-6
28	COc1ccccc1-n1c(SCC(=O)N2CCCC2)nnc1-c1ccccc1	0.0	0	1	-0.5	-1
29	CC(OC(=O)CN1C(=O)NC2(CCCC2)C1=O)C(=O)c1ccccc1 (stereo not drawn)	0.1	0	-1	0.1	-2
30	CC(C)[C@H](NC(=O)NC1CCCC1)C(=O)O	0.0	-1	0	-1.6	-4
31	CCOc1cc(C(=O)N2CCN(c3ccc(C(C)=O)cc3)CC2)cc(OCC)c1OCC	0.3	6	-8	0.9	-3
32	CCOC(=O)N1CCN(C(=O)COc2cccc3c2CCN(CC)C3=O)CC1	-0.8	0	0	-0.1	7
33	CNC(=O)c1ccccc1Nc1ccc(SC(F)F)cc1	0.1	4	1	1.8	-1
34	CCc1ccc(C(=O)/C=C/c2ccc([N+](=O)[O-])o2)cc1	0.1	20	1	1.2	9
35	COc1ccc(CNC(=O)CN(Cc2ccccc2F)C(=O)c2csnn2)cc1	-0.3	-1	1	-1.2	0
36	CCc1ccccc1N1C(=O)c2ccccc2S1(=O)=O	-1.1	1	-1	-1.0	-4

nr	Scp1 inh	NadD inh	Rpn11 inh	STEP inh	MLLE-PAM2 inh
25	-11	2	i	0	3
26	-2	-7	i	0	2
27	x	-2	i	1	-5
28	6	-4	i	-6	10
29	-2	2	i	2	9
30	4	10	i	2	-1
31	-6	-2	i	-3	-10
32	5	-1	i	-11	7
33	-1	-6	i	-1	-3
34	-7	26	i	5	-6
35	6	-4	i	1	32
36	-4	-8	i	2	13

# Single records (already shown):
# `COc1ccccc1-n1c(SCC(=O)N2CCCC2)nnc1-c1ccccc1` is entered as Tb MetRS inh = 0.0; DNMT1 block = 0; SUMO1-SIM PPI = 1; LMPTP inh = -0.5; CSN deneddyl inh = -1; Scp1 inh = 6; NadD inh = -4; Rpn11 inh = i; STEP inh = -6; MLLE-PAM2 inh = 10
# `CNC(=O)c1ccccc1Nc1ccc(SC(F)F)cc1` is entered as Tb MetRS inh = 0.1; DNMT1 block = 4; SUMO1-SIM PPI = 1; LMPTP inh = 1.8; CSN deneddyl inh = -1; Scp1 inh = -1; NadD inh = -6; Rpn11 inh = i; STEP inh = -1; MLLE-PAM2 inh = -3

# (further entries)
nr	SMILES	Tb MetRS inh	DNMT1 block	SUMO1-SIM PPI	LMPTP inh	CSN deneddyl inh
37	O=C(CSc1nc2ccccc2c(=O)[nH]1)Nc1ccccc1O	-0.1	1	4	-1.4	2
38	CCOCCCN(C)C1CCN(C(=O)c2oc3ccccc3c2NC(=O)c2cccc([N+](=O)[O-])c2)CC1	-0.4	-3	-29	2.3	1
39	COCC(=O)NC1CCCCCC1	-0.6	0	-1	-0.9	2
40	COc1cc(S(=O)(=O)NC2CC(C)(C)NC(C)(C)C2)c(OC)cc1Cl	-0.2	1	1	0.7	3

nr	Scp1 inh	NadD inh	Rpn11 inh	STEP inh	MLLE-PAM2 inh
37	1	0	i	-1	4
38	1	-7	i	-2	-6
39	-4	-5	i	-2	-8
40	-2	-10	i	-2	4

# Assay outcomes deposited in PubChem BioAssay by several laboratories.
